D1 ag – human D1 receptor agonism. P21728. AID 504660. hit rate 1% among 360,000. HEK293 T-REx D1 cells, calcium flux, agonist mode. activation, % at 2 µM; in the data active means activation above about 30%; further: 0% is about no effect
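Inducible HEK293 T-REx D1 cells, force-coupled to calcium signalling, were plated at 4000 cells/well with tetracycline and held overnight at 30 C. After no-wash calcium dye loading, compound-evoked calcium rise over 180 s flagged agonists.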
D1 antagonist – antagonists of human D1 dopamine receptor | HEK293 TREx D1 cells, calcium flux, dopamine EC80; stronger effect = lower value | P21728 | activity change, negative = inhibition, % at 10 µM | hit rate 3.2% among 360,000 | AID 504652; in the data active means activity change below about -30%; further: on the % scale 0 is the no-effect control and ±100 the full control effect
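Tetracycline-induced HEK293 T-REx cells with force-coupled D1 receptor were loaded with a no-wash calcium dye. Compound was added after a 10 s baseline and read kinetically for 180 s; EC80 dopamine was then added and calcium flux followed another 180 s.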
GRP78 ERSR act – ER stress response induction in glioma. hit rate 0.02% among 420,000. Potency, µM, inactives show at the top dose activation, most hits filed as activators. AID 602332. U87-MG GRP78 promoter luciferase reporter, 16 h; further: potency means the concentration at half of the fitted maximal effect; series mostly up to about 76 µM; % of control where 0% means no effect; nearly all actives have a fitted effect of over 35% in size
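ERSR induction read as luciferase luminescence (Bright-Glo, 10 min at room temperature) in stably transfected human U87-MG glioma cells exposed to compounds for 16 h, using GRP78 as sensor.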
RXFP1 agonist – RXFP1 (human) receptor agonism | Potency, µM (titrated, usually from 57.5 µM), inactives show top-dose activation, actives largely listed as activators | AID 2676 | HEK293T-RXFP1 cAMP TR-FRET, 30 min; response scale: percent of porcine relaxin response, buffer zero | Q9HBX9 | hit rate 0.3% among 370,000; further: potency means the concentration at half of the fitted maximal effect; on the % scale 0 is the no-effect control and ±100 the full control effect; nearly all actives have a fitted effect of over 60% in size; many of its hits are not listed in these tables
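HEK293T cells stably expressing RXFP1 were pretreated with the PDE4 inhibitor Ro 20174, exposed to compounds for 30 min at 37C, lysed, and cAMP was read by TR-FRET. Data normalized to buffer (basal) and 29 nM porcine relaxin (100%).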
Vif-APOBEC3G blk – inhibitors of Vif-APOBEC3G interaction; Q9HC16; hit rate 0.076% among 410,000; AID 602310; HeLa A3G-eYFP + Vif (tagged APOBEC3G with the HIV-1 protein that degrades it), YFP fluorescence, overnight; Potency, µM (titrated, usually from 46.1 µM), for the others: at the highest dose activity, negative = active, usual class: inhibitors;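 further: potency means the concentration at half of the fitted maximal effect; on the % scale 0 is the no-effect control and ±100 the full control effect; nearly all actives have a fitted effect of over 60% in size; hits raise eYFP signal because A3G escapes Vif-driven loss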
Target sequence (Q9HC16 whole entry, looked up): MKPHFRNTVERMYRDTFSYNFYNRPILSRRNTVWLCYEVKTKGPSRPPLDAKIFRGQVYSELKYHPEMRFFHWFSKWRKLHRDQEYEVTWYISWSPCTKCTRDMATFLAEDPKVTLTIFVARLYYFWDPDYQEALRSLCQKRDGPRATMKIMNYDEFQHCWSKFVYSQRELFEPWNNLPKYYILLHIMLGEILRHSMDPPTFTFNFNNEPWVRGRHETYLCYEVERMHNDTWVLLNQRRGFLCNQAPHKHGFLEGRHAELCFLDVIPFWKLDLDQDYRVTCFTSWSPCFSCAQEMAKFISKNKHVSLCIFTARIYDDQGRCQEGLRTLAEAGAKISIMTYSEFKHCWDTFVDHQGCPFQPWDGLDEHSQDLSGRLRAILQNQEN
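HeLa cells stably expressing Vif and C-terminally eYFP-tagged A3G, seeded overnight at 37 deg C, then exposed to compound by pintool overnight at 37 deg C. Rise in yellow fluorescence (Ex 488/Em 500-530, Acumen) marks blocked Vif-driven A3G degradation.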
D1 PAM – enhances dopamine response at the human D1 receptor. P21728. HEK293 TREx D1 cells, calcium flux, dopamine EC20 potentiation. potentiation, % at 10 µM. hit rate 0.036% among 360,000; in the data active means potentiation above about 30%; further: 0% is about no effect
D2 PAM – D2 dopamine receptor (human) potentiation; potentiation, % at 10 µM; hit rate 0.34% among 340,000; AID 485347; HEK293 T-REx D2, calcium flux, EC20 dopamine potentiation;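 active means potentiation over 3 SD above the plate norm, cut at about 30% in these data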; further: 0% is about no effect
Target sequence (P14416 whole entry, looked up): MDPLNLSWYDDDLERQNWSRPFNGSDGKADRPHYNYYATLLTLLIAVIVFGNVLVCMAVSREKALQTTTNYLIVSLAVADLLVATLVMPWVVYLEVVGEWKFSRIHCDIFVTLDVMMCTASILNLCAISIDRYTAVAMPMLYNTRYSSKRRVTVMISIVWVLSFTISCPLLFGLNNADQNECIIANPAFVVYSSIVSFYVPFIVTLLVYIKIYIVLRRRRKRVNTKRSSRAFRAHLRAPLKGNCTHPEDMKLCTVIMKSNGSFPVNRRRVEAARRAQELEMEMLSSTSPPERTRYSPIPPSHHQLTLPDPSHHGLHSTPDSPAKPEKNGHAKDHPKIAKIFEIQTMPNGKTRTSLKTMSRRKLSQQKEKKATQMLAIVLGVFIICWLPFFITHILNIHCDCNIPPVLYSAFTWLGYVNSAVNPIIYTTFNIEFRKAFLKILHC
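Primary screen. Calcium kinetics in induced HEK293 T-REx D2 cells: compound pre-addition 180 s, EC20 dopamine, 180 s more.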
LDHA inh – inhibitors of human lactate dehydrogenase A; P00338; purified LDHA, NADH/diaphorase-resazurin fluorescence; stronger effect = lower value; activity change, % (values are at about 110 or 230 µM); hit rate 0.15% among 480,000; in the data active means activity change below about -30%; inconclusive means mostly about -25% to -30%;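 further: plate controls were DMSO wells for no effect and wells without enzyme for full effect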
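LDH5 2 nM; NADH 0.06 mM, pyruvate 0.2 mM; 200 mM Tris pH 7.4, EDTA, Tween-20; 5 min RT. Detection: diaphorase 0.133 mg/mL + resazurin 37 µM, fluorescence ex540/em590 at 0 and 20 min; normalized to enzyme-free and DMSO wells.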
Vif-APOBEC3F blk – blocks the Vif interaction with APOBEC3F | hit rate 0.2% among 390,000 | HeLa A3F-eYFP + Vif (tagged APOBEC3F with the HIV-1 protein that degrades it), YFP fluorescence increase | Potency, µM (highest dose often 46.1 µM), for inactives: top-dose activity, negative = active; further: potency means the concentration at half of the fitted maximal effect; % of control where 0% means no effect; nearly all actives have a fitted effect of over 65% in size
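HeLa cells stably expressing Vif plus C-terminally eYFP-tagged A3F were seeded, incubated overnight at 37 deg C, dosed with compound, incubated overnight again at 37 deg C. Yellow fluorescence (Ex 488/Em 500-530) reported blocked Vif-mediated A3F-eYFP degradation.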
Numbers without * were called inactive; u = inconclusive; x = not tested or not shown. Unless noted, the call rests on the fitted dose curve; in most records, active means well fitted curve in the direction sought with a large enough effect; inconclusive means small, poorly fitted or top-dose-only effect, or another doubt; inactive means no such curve, though single readings can be large; an effect the other way counts as inactive or inconclusive.

| mol | Vif-APOBEC3F blk | D1 antagonist | D1 ag | RXFP1 agonist | LDHA inh | D1 PAM | GRP78 ERSR act | D2 PAM | Vif-APOBEC3G blk |
| --- | --- | --- | --- | --- | --- | --- | --- | --- | --- |
| CC1CCN(c2ncnc3c2c(-c2ccccc2)cn3-c2ccc(Br)cc2)CC1 | 1% | -6 | -4 | -2.2% | -8 | 0 | -2% | 2 | 7% |
| COc1ccccc1C(=O)NNC(=O)C(=O)Nc1cccc(Cl)c1C | 2% | -1 | 0 | -0.6% | 1 | 4 | -5% | 14 | 3% |
| Cc1cnc(C(=O)N2CCCC(C(=O)c3ccc(C(F)(F)F)cc3)C2)cn1 (centres undefined) | 3% | -14 | 8 | 1.3% | -4 | -4 | 3% | 2 | -4% |
| COC(=O)c1ccccc1NC(=O)C1CCN(S(=O)(=O)c2cc(C)ccc2OC)CC1 | -6% | -12 | 3 | 1.0% | 1 | -2 | -4% | 11 | -1% |
| CN1C(=O)C2C=CC1C1C(=O)N(c3ccccc3)C(=O)C21 (centres undefined) | 13% | -6 | 2 | -0.9% | -2 | -1 | 10% | 19 | 3% |
| COc1ccc(C=O)cc1OC1C=CCCC1 (centres undefined) | -1% | 0 | 0 | 0.0% | -1 | -7 | -1% | -9 | 0% |
| CCC(C)n1c(=N)c(C#N)cc2c(=O)n3cccc(C)c3nc21 (centres undefined) | -21% | 10 | 6 | -0.8% | -7 | 2 | -5% | 29 | 0% |
| O=C(COC(=O)c1ncc(Cl)c(Cl)c1Cl)NC1CCCCCC1 | -21% | -44* | 1 | -0.8% | -8 | -2 | -2% | 7 | 0% |
| COc1ccc(NC(=O)CN(C)C(=O)CCCc2c[nH]c3ccccc23)cc1 | 4% | 4 | 13 | 0.8% | 0 | -1 | 0% | -3 | 4% |
| COc1ccc(S(=O)(=O)N(C)CC(=O)Nc2ccc3c(c2)OCO3)cc1OC | 8% | -16 | 1 | 0.3% | 4 | -8 | 0% | -4 | 2% |
| CC(/C=C/c1ccco1)=N\NC(=O)c1cc(C)[nH]n1 | 2% | 5 | 1 | -0.4% | 7 | -6 | 4% | 4 | 2% |
| NCCCC[C@H]1CNC(=S)N1CCCCC1CCCCC1 | 2% | 7 | -2 | 0.6% | -1 | -4 | -4% | -6 | 2% |
| COC(=O)c1ccccc1NC(=O)c1ccc(F)cc1F | x | 2 | 12 | x | -6 | -7 | x | x | x |
| Cc1ccc(NC(=O)COC(=O)CCNS(=O)(=O)c2c(Cl)cccc2Cl)cc1 | -2% | x | x | x | -1 | x | -3% | x | 5% |
| O=C(CCc1nc(-c2ccccc2Cl)no1)NCCc1ccccc1 | 3% | 3 | 0 | 0.4% | 0 | -6 | -5% | 3 | -1% |
| CC1CCC(NC(=O)CCN2C(=O)C3CC=CCC3C2=O)CC1 (centres undefined) | 1% | x | x | x | -7 | x | 0% | x | 0% |
| CN(C)c1ccc(C(O)P(=O)(OC2CCCCC2)OC2CCCCC2)cc1 (centres undefined) | -6% | 14 | 8 | -2.0% | -2 | 3 | -5% | 12 | -5% |
| O=C(NC1CC2CCCC(C1)N2C(=S)NCCc1ccccc1)C1CC1 (centres undefined) | 2% | -10 | 1 | 2.6% | -10 | -4 | -1% | -5 | 2% |
| C[C@@H](C(=O)Nc1ccc2ccccc2c1)[C@@H]1C[C@@]1(C)[C@@H](N)c1ccccc1 | 4% | x | x | x | -2 | x | -2% | x | 1% |
| COc1ccc(C(NC(=O)c2cccc(F)c2)c2ccccc2)cc1 (centres undefined) | 4% | -31* | 12 | -4.4% | -7 | -6 | -6% | -7 | -7% |
| C=CCNC(=O)C1CC(=O)N(c2ccc(OCC(=O)Nc3ccc(OC)cc3)cc2)C1 (centres undefined) | -2% | 16 | -1 | -0.4% | 0 | -1 | -3% | -5 | 1% |
| [O-]/C(=C(\C(=S)Nc1ccccc1F)[n+]1ccccc1)c1ccc(-c2ccccc2)cc1 | 5% | -7 | 1 | 3.1% | -3 | -1 | 3% | 22 | -9% |
| COc1ccc(NC(=O)c2sc3nc(C)nc(N4CCN(c5ccccn5)CC4)c3c2C)c(OC)c1 | 5% | -4 | 1 | 2.7% | -6 | -1 | -6% | 9 | -4% |
| Cc1ccc(N2C(=O)CSC23C(=O)N(CC(=O)Nc2ccc(C)cc2C)c2ccccc23)cc1 (centres undefined) | 10% | -8 | 1 | -0.4% | -2 | -4 | -1% | x | 0% |
| COc1ccc(C2Nc3ccccc3C(=O)N2NS(=O)(=O)c2ccc(C)cc2)cc1OC (centres undefined) | -9% | 5 | -3 | -1.2% | -2 | -2 | -2% | -5 | 0% |
| O=C(c1nc2ccccn2c1CNCCOc1cccnc1)N1CCOCC1 | 0% | 5 | 0 | 4.7% | -5 | -1 | -6% | 3 | 2% |
| O=C(CCl)Nc1c2c(nn1-c1ccccc1)CSC2 | 4% | -2 | 5 | -0.3% | -3 | -1 | u | 4 | -21% |
| Cc1cc(C)cc(NC(=O)C(Cc2ccccc2)NS(=O)(=O)c2ccc3c(c2)CCC(=O)N3)c1 (centres undefined) | 3% | -6 | 2 | -1.1% | -1 | 0 | -2% | 14 | 4% |
| COc1cc(C(=O)Nc2ccc(N3CCOCC3)cc2)ccc1OCc1c(C)noc1C | 7% | -2 | 0 | -2.2% | -8 | -1 | -5% | 11 | -4% |
| COc1ccc(CCNC(=O)Cn2nc(C)n3nc(-c4ccccc4)cc3c2=O)cc1OC | -1% | -20 | 3 | 1.0% | -3 | -6 | -8% | 9 | -6% |
| C[C@@H]1CN([C@@H](C)CO)C(=O)c2cc(NS(=O)(=O)c3ccc(F)cc3)ccc2O[C@@H](C)CCCCO[C@H]1CN(C)C(=O)NC1CCCCC1 | -3% | x | x | x | 3 | x | 2% | x | -6% |
| COc1ccc(N(C(=O)CNC(=O)c2ccco2)C(C(=O)NC2CCCC2)c2ccco2)cc1 (centres undefined) | 2% | -16 | 0 | 3.3% | -4 | -6 | -7% | -9 | -3% |
| C=CCN(CC=C)C(=O)c1ccc2nc(Cc3ccc(OC)c(OC)c3)oc2c1 | 9% | -9 | 15 | 1.4% | -1 | -3 | 3% | -3 | 2% |
| CCC(C(=O)NCCc1ccccc1)n1nc(C)c2sc3ccccc3c2c1=O (centres undefined) | 1% | -2 | 1 | -1.0% | -4 | -2 | 0% | 0 | -3% |
| CCOC(=O)c1c(NC(=O)Nc2ccc(F)cc2)sc2c1CCN(C)C2 | -2% | 5 | 2 | 8.6% | 2 | -3 | -1% | 5 | -13% |
| Cc1ccc(OCC(=O)N2C(C)CCCC2C)c([N+](=O)[O-])n1 (centres undefined) | 5% | x | x | x | -5 | x | -2% | x | -1% |
| OCC1(CCOc2ccccc2)CCN(Cc2nc3ccc(F)cc3[nH]2)CC1 | 4% | -19 | 5 | 0.7% | -5 | -2 | 0% | -23 | 0% |
| O=C(Nc1ccccc1C(=O)O)c1cc(S(=O)(=O)N2CCCCC2)c(Cl)cc1Cl | 11% | 12 | 2 | 0.5% | -6 | 10 | 11% | 9 | -4% |
| CCC(CC)COC(=O)C1=C(C)NC(=O)NC1c1ccccc1Br (centres undefined) | u | 4 | 1 | -0.2% | -4 | -6 | -4% | -4 | -1% |
| CCc1cccc(NC(=O)CN2C(=O)CCc3cc(S(=O)(=O)N4CCOCC4)ccc32)c1 | -5% | 4 | 0 | 2.4% | 0 | -1 | -1% | 9 | 5% |
| CC(C)Sc1ncnc2c1cnn2-c1ccccc1 | 1% | 12 | 1 | 6.7% | -2 | 2 | -2% | x | -2% |
| Clc1ccc(Cn2cnc3ccccc32)cc1 | 8% | -13 | 20 | -1.4% | -2 | -2 | 1% | -3 | 1% |
| CCOC(=O)c1sc2nc(CSc3nc4ccccc4n3CC)[nH]c(=O)c2c1C | 2% | 0 | 4 | 0.3% | -3 | 0 | 0% | 3 | 1% |
| O=C(Nc1ccc(Oc2cccnc2)nc1)c1ccc(C(F)(F)F)cc1 | -14% | 3 | -1 | -0.8% | -8 | 3 | -6% | 2 | 3% |
| COc1ccc(-c2nn(CC(=O)Nc3ccc(Cl)c(Cl)c3)c(=O)c3ccccc23)cc1 | -8% | -3 | 4 | -0.8% | -6 | 1 | -1% | 6 | 1% |
| CCC(=O)Nc1nc(N)n(-c2ccccc2)n1 | 0% | -8 | 2 | 2.7% | -1 | -3 | 3% | 2 | 1% |

D1 antagonist: hit marks shown above.
molecule	D1 antagonist	D1 ag	D1 PAM	GRP78 ERSR act	D2 PAM
O=C(COC(=O)c1ncc(Cl)c(Cl)c1Cl)NC1CCCCCC1	-44*	1	-2	-2%	7
COc1ccc(C(NC(=O)c2cccc(F)c2)c2ccccc2)cc1 (centres undefined)	-31*	12	-6	-6%	-7

Retrieved by compound from the entries so far (4):
| mol | Vif-APOBEC3F blk | D1 antagonist | D1 ag | RXFP1 agonist | LDHA inh | D1 PAM | GRP78 ERSR act | D2 PAM | Vif-APOBEC3G blk |
| --- | --- | --- | --- | --- | --- | --- | --- | --- | --- |
| CC(C)Sc1ncnc2c1cnn2-c1ccccc1 | 1% | 12 | 1 | 6.7% | -2 | 2 | -2% | x | -2% |
| O=C(Nc1ccc(Oc2cccnc2)nc1)c1ccc(C(F)(F)F)cc1 | -14% | 3 | -1 | -0.8% | -8 | 3 | -6% | 2 | 3% |
| Clc1ccc(Cn2cnc3ccccc32)cc1 | 8% | -13 | 20 | -1.4% | -2 | -2 | 1% | -3 | 1% |
| CCC(=O)Nc1nc(N)n(-c2ccccc2)n1 | 0% | -8 | 2 | 2.7% | -1 | -3 | 3% | 2 | 1% |

Screens deposited in PubChem BioAssay by National Center for Advancing Translational Sciences (NCATS).

These rows are one share of the data; the hit share may differ from the screen's.
